Assay outcomes: PubChem, several laboratories
NOD2 RIPK2 PPI: NOD2-RIPK2 protein interaction inhibition | O43353 | CHO BLA complementation NOD2-RIPK2, CCF4 ratio | inhibition, % at 4.98 µM | actives 0.38% (n = 360,000) | AID 624267; in the data active means inhibition above about 21%;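 further: 0% = vehicle only and 100% = reference blocker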
Target sequence (O43353 whole entry, looked up): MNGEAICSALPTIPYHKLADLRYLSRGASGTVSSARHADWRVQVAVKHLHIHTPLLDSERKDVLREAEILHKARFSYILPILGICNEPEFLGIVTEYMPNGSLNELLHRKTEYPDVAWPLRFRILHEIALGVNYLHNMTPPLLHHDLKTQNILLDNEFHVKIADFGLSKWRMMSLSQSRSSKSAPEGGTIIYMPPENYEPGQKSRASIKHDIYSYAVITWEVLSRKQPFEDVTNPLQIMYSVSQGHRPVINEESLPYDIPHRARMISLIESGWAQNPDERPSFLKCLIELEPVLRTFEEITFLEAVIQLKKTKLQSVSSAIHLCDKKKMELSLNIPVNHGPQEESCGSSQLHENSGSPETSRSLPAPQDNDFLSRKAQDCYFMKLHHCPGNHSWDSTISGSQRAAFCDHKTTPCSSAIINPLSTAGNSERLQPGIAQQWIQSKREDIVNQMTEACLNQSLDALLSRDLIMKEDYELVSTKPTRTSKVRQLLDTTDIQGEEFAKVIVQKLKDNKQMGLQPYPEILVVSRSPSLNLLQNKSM
NCOA1 inh: human NCOA1 inhibition | HEK293 GAL4-SRC1 luciferase reporter, luminescence | actives 0.12% (n = 360,000) | Q15788 | AID 588354 | inhibition, % at 3.6 µM;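 active means inhibition above the campaign mean plus 3 SD, with each screening campaign given its own cutoff, cut at about 60% in these data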;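 further: 0% = DMSO treated cells and 100% = gossypol at 36 µM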
Granule exo inh: lytic granule exocytosis inhibition; TALL-104 LAMP-1 surface exposure, flow cytometry; cells stimulated with thapsigargin and PMA; actives 0.66% (n = 360,000); inhibition, % at 10 µM;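 active means inhibition above about 55%, limit read from the data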
SRC2 inh: human SRC2 (NCOA2) inhibition; actives 0.17% (n = 370,000); HEK293 GAL4-SRC2 luciferase reporter, luminescence; inhibition, % at 9 µM; Q15596;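 active means inhibition above the mean inhibition of all tested compounds plus 3 SD, set per campaign, cut at about 52% in these data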;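 further: 0% = DMSO treated cells and 100% = cells given Gossypol at 36 µM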
TWEAK-Fn14 inh: TWEAK-Fn14 signaling inhibition. TWEAK-stimulated Fn14 reporter cells, luciferase luminescence, 8 h. inhibition, % at 10 µM. actives 2% (n = 360,000). AID 1159606; in the data active means inhibition above about 50%
SRC3 inh: inhibits human SRC3 coactivator. HEK293 GAL4-SRC3 luciferase reporter, luminescence. inhibition, % at 3.6 µM. actives 0.17% (n = 360,000);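 active means inhibition above a per-campaign cutoff, the mean of all compounds plus 3 SD, cut at about 60% in these data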;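 further: 0% = DMSO-treated cells and 100% = gossypol-treated cells at 36 µM; higher means less SRC3-driven luciferase light from the GAL4 reporter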
TLR9-MyD88 inh: blocks human TLR9 binding to MyD88; Q9NR96+Q99836; CHO BLA complementation TLR9-MyD88, CCF4 FRET ratio; inhibition, % at 4.98 µM; actives 0.21% (n = 340,000); AID 504734;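 active means inhibition above the mean over all tested compounds plus 3 SD, cut at about 21% in these data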;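 further: 0% = DMSO only wells and 100% = clavulanate BLA inhibitor control wells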
LRH-1 inv ag: inverse agonists of human LRH-1 (NR5A2); O00482; HEK293T StAR-luciferase reporter, LRH-1 transfected, 24 h; inhibition, % at 3.6 µM; actives 0.13% (n = 360,000); AID 602396;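 active means inhibition above the mean inhibition of all tested compounds plus 3 SD, cut at about 73% in these data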;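 further: 0% = DMSO wells and 100% = reporter-only cells lacking LRH-1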
Target sequence (O00482 whole entry, looked up): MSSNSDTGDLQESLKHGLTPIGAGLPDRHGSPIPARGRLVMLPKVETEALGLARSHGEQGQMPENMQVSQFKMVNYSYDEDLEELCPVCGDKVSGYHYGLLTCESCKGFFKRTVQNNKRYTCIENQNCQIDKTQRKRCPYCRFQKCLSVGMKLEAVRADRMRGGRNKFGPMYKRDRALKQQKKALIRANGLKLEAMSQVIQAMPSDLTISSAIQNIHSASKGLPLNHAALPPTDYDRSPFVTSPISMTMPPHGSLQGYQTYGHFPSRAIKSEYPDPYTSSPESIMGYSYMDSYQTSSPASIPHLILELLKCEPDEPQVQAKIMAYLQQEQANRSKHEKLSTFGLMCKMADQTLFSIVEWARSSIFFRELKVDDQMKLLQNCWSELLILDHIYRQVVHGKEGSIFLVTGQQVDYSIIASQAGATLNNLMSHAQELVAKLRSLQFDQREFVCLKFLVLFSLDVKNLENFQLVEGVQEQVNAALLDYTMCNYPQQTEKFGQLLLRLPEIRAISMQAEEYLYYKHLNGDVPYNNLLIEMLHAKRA
COUP-TFII inh: inhibitors of human COUP-TFII (NR2F2) | inhibition, % at 8.6 µM | actives 0.7% (n = 370,000) | P24468 | HEK293T NGFI-A luciferase reporter, luminescence | AID 686940;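 active means inhibition above a per-plate cutoff, mean inhibition of test wells between control levels plus 3 SD, cut at about 38% in these data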;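 further: cells cotransfected with COUP-TFII expression vector driving the NGFI-A reporter; 0% = median of COUP-TF2 test wells and 100% = reporter-only cells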
ABHD5-PLIN5 inh: ABHD5-PLIN5 protein interaction inhibition; Q00G26+Q8WTS1; Split G. princeps luciferase complementation, luminescence, 4 h; inhibition, % at 4 µM; actives 0.78% (n = 360,000); AID 602281;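 active means inhibition above the mean inhibition across every tested compound plus 3 SD, cut at about 22% in these data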;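 further: 0% = DMSO only wells and the 100% control is not disclosed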
TROY NFkB inh: TROY signaling inhibition; Q293 LMP1-TROYcd NF-kB luciferase reporter, 4 h; inhibition, % at 10 µM; actives 0.98% (n = 360,000); AID 1347056;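 active means compounds whose plate-normalised and pattern-corrected inhibition of the luciferase reporter signal at the single screening dose is 50% or more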
An asterisk follows results filed as active; . = not tested or not shown. Some of the compounds tested (hit frequency here may not be typical).

Results follow in this order: NOD2 RIPK2 PPI	NCOA1 inh	Granule exo inh	SRC2 inh	TWEAK-Fn14 inh	SRC3 inh	TLR9-MyD88 inh	LRH-1 inv ag	COUP-TFII inh	ABHD5-PLIN5 inh	TROY NFkB inh
CC(=O)N1N=C(c2cccs2)CC1c1ccc(C)o1 (stereo unspecified)
    -6	-2	4	-13	26	10	6	6	-11	-5	46
O=C1C=C(c2ccccc2)CC(c2ccc(F)cc2)C1 (stereo unspecified)
    -2	-1	12	-13	-15	-3	-5	-4	0	-7	0
Cc1cccc(CN2CCN(C3CCCC3)C(CCO)C2)n1 (stereo unspecified)
    -12	-7	1	1	6	9	5	-3	-4	-4	-20
CCN(c1ccccc1)S(=O)(=O)c1cccc(C(=O)NCC(c2ccc(OC)cc2)N2CCCCC2)c1 (stereo unspecified)
    6	13	-3	-20	3	6	2	-6	19	0	1
COc1ccccc1C#Cc1cnc2c(c1)C(=O)N([C@H](C)CO)C[C@@H](C)[C@@H](CN(C)C(=O)c1ccc3c(c1)OCO3)O2
    10	8	2	-1	21	9	-5	14	-5	10	7
O=C(CSc1nnnn1C1CCCCC1)NCc1cccs1
    9	-11	3	11	-7	8	-7	-1	-12	2	-1
O=C(c1cccc(N2CCCC2=O)c1)N1CCN(c2ccc(F)cc2)CC1
    2	-9	0	-4	0	-25	-4	-18	5	0	-9
CSc1ccccc1NC(=O)C1(C)CCN1C(=O)Cc1ccccc1Cl (stereo unspecified)
    -3	5	2	9	-26	-8	.	-10	12	2	-7
CNC(=O)c1nnn(Cc2ccccc2)c1NC(=O)C(F)(F)F
    -5	-1	-2	-33	-7	11	-9	-4	-8	1	4
CCn1c(SCC(=O)Nc2ccccc2N2CCOCC2)nnc1-c1ccccc1
    -12	-1	2	29	10	-2	1	0	-13	-1	-17

Later entries:
Results follow in this order: NOD2 RIPK2 PPI	NCOA1 inh	Granule exo inh	SRC2 inh	TWEAK-Fn14 inh	SRC3 inh	TLR9-MyD88 inh	LRH-1 inv ag	COUP-TFII inh	ABHD5-PLIN5 inh	TROY NFkB inh
Cc1cc(=O)oc(C)c1C(=O)NCCNC(=O)c1c(C)cc(=O)oc1C
    -1	-27	-2	2	12	7	-3	1	6	-8	30
CCc1nc2c(OCC3COc4ccccc4O3)cccn2c1N(C)C(=O)c1ccc(OC)cc1 (stereo unspecified)
    5	2	-1	3	-8	5	.	-10	7	2	-7
COc1ccccc1-c1nnc(Sc2nc([N+](=O)[O-])nn2C)o1
    11	64*	1	65*	84*	73*	-8	75*	12	4	31
CC(=O)Nc1cccc(C(=O)NC(C)c2ccc(-n3ccnc3)cc2)c1 (stereo unspecified)
    2	6	21	-1	42	-25	-3	16	-12	6	-5
O=C1CC(=O)C(n2cncn2)C(c2cccc(Cl)c2)C1 (stereo unspecified)
    -5	-12	3	-38	-21	-4	-2	-11	16	-3	1
O=C(COC(=O)c1ccccc1O)NC12CC3CC(CC(C3)C1)C2
    -6	-44	3	-68	-32	-23	2	-59	-55	-3	15
COc1ccc(Cl)cc1NC(=O)CN(C)CC(=O)Nc1ccc2c(c1)OCO2
    -1	-11	-1	-10	-7	7	-10	10	16	2	7
Cc1ccc(NC(=O)CSc2ccc(S(=O)(=O)N3CCCC3)cn2)cc1F
    -5	-4	-1	-3	-5	15	-4	6	17	-3	7
CC(C)(C)c1ccc(NC(=O)CSc2nnc(-c3n[nH]c4ccccc34)o2)cc1
    -14	-33	13	-30	32	-14	11	-7	2	-7	16
CC1(c2ccccc2Cl)NC(=O)N(CC(=O)Nc2ccc(N3CCCCC3)cc2)C1=O (stereo unspecified)
    6	-46	6	2	2	9	10	-1	26	-10	11

Further records
Results follow in this order: NOD2 RIPK2 PPI	NCOA1 inh	Granule exo inh	SRC2 inh	TWEAK-Fn14 inh	SRC3 inh	TLR9-MyD88 inh	LRH-1 inv ag	COUP-TFII inh	ABHD5-PLIN5 inh	TROY NFkB inh
COc1ccc(-c2cc(C(=O)NCc3ccco3)no2)cc1OC
    -8	-41	-4	-22	-1	4	-6	-9	-7	2	-21
CCOC(=O)C1=C(Nc2ccc(OC)cc2)OCC1=O
    11	-5	-4	-32	-5	12	-4	7	11	1	1
O=C(C(O)c1ccccc1)N1CCN(S(=O)(=O)c2ccc(C(F)(F)F)cc2)CC1 (stereo unspecified)
    10	.	9	12	.	.	.	-8	-16	-2	.
O=S(=O)(Nc1nc2c(s1)CCCC2)c1ccc2ccccc2c1
    -4	1	1	-10	-22	12	-9	1	3	-4	2
CCN1CCN(c2ccc(S(=O)(=O)N3CCCCC3)cc2NC(=O)COc2ccc(Cl)cc2)CC1
    -6	-4	16	-22	-1	17	-11	15	12	8	6
O=C(Nc1nnc(-c2ccccc2)s1)c1cccc(S(=O)(=O)N2CCOCC2)c1
    8	-5	-1	5	-1	-9	9	2	15	3	-33
CCOC(=O)N1CCN(C(=O)Nc2ccc(NC(=O)N3CCN(C(=O)OCC)CC3)cc2)CC1
    -4	-63	1	-4	-2	12	-5	-2	2	-5	4
Cc1cccc(C)c1OC(=O)CN(c1ccc(Cl)cc1)S(C)(=O)=O
    4	12	0	3	-5	21	-8	-4	4	-2	-6
Cc1ccc(CN2CC(C(=O)Nc3nnc(SCc4c(Cl)cccc4Cl)s3)CC2=O)cc1 (stereo unspecified)
    0	-19	13	-6	11	3	3	13	17	6	20
Cc1csc(NC(=O)Nc2cccc(Cl)c2)n1
    1	-77	0	-44	-3	-61	-9	-104	-82	0	-40

(cont.)
Results follow in this order: NOD2 RIPK2 PPI	NCOA1 inh	Granule exo inh	SRC2 inh	TWEAK-Fn14 inh	SRC3 inh	TLR9-MyD88 inh	LRH-1 inv ag	COUP-TFII inh	ABHD5-PLIN5 inh	TROY NFkB inh
CC(C)(C)OC(=O)N1O[C@H]2CC1[C@@H]1[C@@H]2N=NN1CCc1ccncc1
    -1	-11	0	-13	-8	-9	-4	-23	7	-6	-8
COc1ccc(S(=O)(=O)N2CCOCC2)cc1Cl
    -1	-13	-10	-1	11	19	-4	-5	0	-2	-1
CCCc1cc(C(=O)N2CCN(C(c3ccccc3)c3ccccc3)CC2)no1
    -7	-3	3	22	12	-14	-2	7	-9	3	-18
CCOc1ccc(NC(=O)C(CC)n2nc(C)c3c(C)n(-c4ccccc4)nc3c2=O)cc1 (stereo unspecified)
    7	-1	-3	16	-19	-16	-9	3	11	2	-9
O=C(OCCOc1ccc(Br)cc1)c1ccc(Cl)c(S(=O)(=O)N2CCOCC2)c1
    -8	24	-2	1	12	11	7	0	8	-2	24
O=C(CCc1ccc(S(=O)(=O)N2CCOCC2)cc1)Nc1ccc(N2CCOCC2)cc1
    6	-35	0	2	2	-11	-4	-5	-3	3	-3
CC(=O)N1CCN(c2ccc(NC(=O)c3cccc(Cl)c3)cc2)CC1
    -8	-48	-11	-64	-30	-53	-1	-39	-28	3	-24
CCCCOc1ccccc1NC(=O)c1scc2c1OCCO2
    -9	10	47	16	34	17	2	15	20	1	46
CCOc1ccc2nc(N/C(N)=N/S(C)(=O)=O)nc(C)c2c1
    -10	-9	0	-6	-11	0	-4	-7	8	4	-13
CCCCCN(C(=O)CCC(=O)OCC(=O)N1CCCCC1)c1c(N)n(CCCC)c(=O)[nH]c1=O
    -8	4	-4	-29	3	17	-1	-4	7	0	3

The list continues.
Results follow in this order: NOD2 RIPK2 PPI	NCOA1 inh	Granule exo inh	SRC2 inh	TWEAK-Fn14 inh	SRC3 inh	TLR9-MyD88 inh	LRH-1 inv ag	COUP-TFII inh	ABHD5-PLIN5 inh	TROY NFkB inh
COc1cc2c(=O)[nH]c3cc([N+](=O)[O-])ccc3c2cc1[N+](=O)[O-]
    -4	-17	3	-3	-62	-14	3	52	-19	0	-39
O=C(NCCOc1ccccc1)C1CCC(=O)N(CCCN2CCOCC2)C1 (stereo unspecified)
    0	-11	2	-25	14	4	-1	19	-2	-7	1
Cc1cccc(N2CC(O)(c3cccs3)[N+]3=C2CCCC3)c1 (stereo unspecified)
    -1	-6	-3	-6	6	17	-2	5	5	0	-4
O=C1NC(=O)c2cc([N+](=O)[O-])cc3cccc1c23
    4	-1	-9	-29	3	8	1	2	0	1	-23
COc1ccc(-c2cc(=O)c3ccc(O)cc3o2)cc1
    5	-70	-5	-35	0	-66	-11	-98	-58	7	-70
CCCNC(=O)C1(C)CCN(C(=O)c2ccc(OC)cc2OC)C1 (stereo unspecified)
    -12	-3	-9	-46	-16	-1	.	5	-5	6	-4
Cc1cc(OCC(=O)OCC(=O)NCC2CCCO2)ccc1Cl (stereo unspecified)
    -35	-4	0	-6	7	-24	-4	-8	-15	10	5
O[C@@H](c1cc(C(F)(F)F)nc2c(C(F)(F)F)cccc12)[C@H]1CCCCN1
    11	-2	2	-4	36	11	-3	-3	-17	-1	-12
Cc1ccc(SCc2c(C(=O)N/N=C/c3cccnc3)nnn2-c2nonc2N)cc1
    -8	10	13	0	6	18	5	-13	-6	-3	26
O=C(Nc1ccccn1)c1cccc(S(=O)(=O)N2CCOCC2)c1
    7	9	-10	0	0	16	3	3	4	-7	18
C/C=C1\COC(C(=O)NCc2ccccc2)(C(F)(F)F)C=C1C=C1CCCCC1 (stereo unspecified)
    16	3	-4	-14	4	5	7	12	-12	-5	1

Reformatted in CSV form: part of the list above
SMILES,NOD2 RIPK2 PPI,NCOA1 inh,Granule exo inh,SRC2 inh,TWEAK-Fn14 inh,SRC3 inh,TLR9-MyD88 inh,LRH-1 inv ag,COUP-TFII inh,ABHD5-PLIN5 inh,TROY NFkB inh
O=C(CCc1ccc(S(=O)(=O)N2CCOCC2)cc1)Nc1ccc(N2CCOCC2)cc1,6,-35,0,2,2,-11,-4,-5,-3,3,-3
CC(=O)N1CCN(c2ccc(NC(=O)c3cccc(Cl)c3)cc2)CC1,-8,-48,-11,-64,-30,-53,-1,-39,-28,3,-24
CCCCOc1ccccc1NC(=O)c1scc2c1OCCO2,-9,10,47,16,34,17,2,15,20,1,46
CCOc1ccc2nc(N/C(N)=N/S(C)(=O)=O)nc(C)c2c1,-10,-9,0,-6,-11,0,-4,-7,8,4,-13
CCCCCN(C(=O)CCC(=O)OCC(=O)N1CCCCC1)c1c(N)n(CCCC)c(=O)[nH]c1=O,-8,4,-4,-29,3,17,-1,-4,7,0,3
COc1cc2c(=O)[nH]c3cc([N+](=O)[O-])ccc3c2cc1[N+](=O)[O-],-4,-17,3,-3,-62,-14,3,52,-19,0,-39
O=C(NCCOc1ccccc1)C1CCC(=O)N(CCCN2CCOCC2)C1 (stereo unspecified),0,-11,2,-25,14,4,-1,19,-2,-7,1
Cc1cccc(N2CC(O)(c3cccs3)[N+]3=C2CCCC3)c1 (stereo unspecified),-1,-6,-3,-6,6,17,-2,5,5,0,-4
O=C1NC(=O)c2cc([N+](=O)[O-])cc3cccc1c23,4,-1,-9,-29,3,8,1,2,0,1,-23
COc1ccc(-c2cc(=O)c3ccc(O)cc3o2)cc1,5,-70,-5,-35,0,-66,-11,-98,-58,7,-70
CCCNC(=O)C1(C)CCN(C(=O)c2ccc(OC)cc2OC)C1 (stereo unspecified),-12,-3,-9,-46,-16,-1,.,5,-5,6,-4
Cc1cc(OCC(=O)OCC(=O)NCC2CCCO2)ccc1Cl (stereo unspecified),-35,-4,0,-6,7,-24,-4,-8,-15,10,5
O[C@@H](c1cc(C(F)(F)F)nc2c(C(F)(F)F)cccc12)[C@H]1CCCCN1,11,-2,2,-4,36,11,-3,-3,-17,-1,-12
